# High-throughput results from PubChem BioAssay.
# All columns: NCI-60 one-dose screen, growth in % after 48 h at 10 µM unless noted; 100 = growth as untreated, 0 = no growth, -100 = all killed.
# MCF7: MCF7 breast cancer | AID 1794796 | 82,000 compounds, 6.3% hits
# LOX IMVI: LOX IMVI melanoma | 79,000 compounds, 7.4% hits | AID 1794757
# HS 578T: HS 578T breast cancer. 78,000 compounds, 4.1% hits
# BT-549: BT-549 breast cancer. 78,000 compounds, 4.4% hits. AID 1794793
# T-47D: T-47D breast cancer; AID 1794792; 79,000 compounds, 5% hits
# UACC-257: UACC-257 melanoma; 78,000 compounds, 4.4% hits
# MALME-3M: MALME-3M melanoma; 78,000 compounds, 5.8% hits; AID 1794766
# UACC-62: UACC-62 melanoma. 81,000 compounds, 5.4% hits. AID 1794756
# * = called active by the depositor; / = not tested or not shown; & = joins results of further samples. Rule for the calls: active = growth percent below 10; inactive = the rest.
SMILES,MCF7,LOX IMVI,HS 578T,BT-549,T-47D,UACC-257,MALME-3M,UACC-62
Cc1ccc2nc(COc3ccc(NC(=S)NCCc4ccccc4)cc3)[nH]c2c1,95,/,99,84,90,106,83,87
COc1cc(/C=C/C(=O)c2cc(NC(=O)c3ccc4cc(-c5cc(OC)c(OC)c(OC)c5)ccc4c3)ccc2O)cc(OC)c1OC,87,87,/,105,80,94,/,105
OC(CN1CCOCC1)C(c1ccccc1)c1ccccc1 (stereo unspecified),95,97,102,101,88,99,101,85
CCC1(CC)CC1C#N (stereo unspecified),91,100,97,90,94,103,98,107
CCOc1ccc(-c2cc(C3(S(=O)(=O)c4ccc(C)cc4)CC=CC3)on2)cc1,96,91,96,95,64,75,84,67
COC(=O)/C=C/c1cc(OC)c2c(c1)[C@@H](C(=O)OC)[C@H](c1ccc(OC)c(OC)c1)O2,20,51,37,37,33,45,44,34
O=S(=O)(N1CCCCC1)n1nnc2cc3ccccc3cc21,97,95,94,112,91,94,97,95
Nc1ccc(S(=O)(=O)c2ccc(Br)cc2)cc1,101,90,90,110,91,107,117,98
CC(C)=NN=C(C)C,97,104,106,99,97,107,95,101
COc1cc(-n2cc(-c3ccc(Cl)cc3)n(C(C)=O)c2=O)cc(OC)c1OC,85,94,120,77,65,84,80,80
OCCN1CCCCCCC1,99,103,91,98,96,/,96,101
CC(C)CCOC(=O)Nc1cccc(Cl)c1,93,102,108,96,82,100,/,101
CC(=O)N1c2ccc(S(=O)(=O)NCc3ccc4c(c3)N(C(=O)c3ccccc3)CC4)cc2CC1C (stereo unspecified),97,87,89,90,62,106,80,84
CCN1C(=O)N(CC)C2Nn3c(s/c(=C\c4ccc(F)cc4)c3=O)=NC21 (stereo unspecified),98,97,90,101,97,94,120,95
CC(=O)c1ccc(NC(=O)Cn2nc(-c3ccc(Cl)cc3)nc2N)cc1,95,99,94,117,79,82,101,94
O=Cc1cc2ccccc2nc1Nc1nc2ccccc2s1,70,100,103,97,100,100,107,87
Nc1c(C(=O)Nc2ccccn2)sc2nc3c(cc12)CCCC3,24,42,40,44,43,68,63,41
CCCCc1ccc(S(=O)(=O)Nc2sc3c(c2C(N)=O)CCC(=O)C3)cc1,101,101,112,107,102,101,97,98
Cn1c(=O)c2c(nc(Nc3nc(Nc4ccc(S(N)(=O)=O)cc4)cs3)n2Cc2ccccc2)n(C)c1=O,95,98,98,88,99,101,87,94
N#Cc1nc(-c2ccccc2)oc1N1CCCC1CO (stereo unspecified),78,94,94,107,101,99,95,90
c1cc2ccc3cc2cc1CNCCN1CCNCc2ccc4ccc(cc4c2)CNCCN(CCNC3)CCNCc2ccc3ccc(cc3c2)CNCC1,-5.4*,-7.7*,48,97,-7.0*,100,-13*,30
CCN(c1ccccc1)S(=O)(=O)c1ccccc1N,95,102,101,133,97,111,103,96
COc1ccc(OC)c(C2OC(c3cc(OC)c4ccccc4c3OC(C)=O)=NN2C(C)=O)c1 (stereo unspecified),72,81,97,89,74,103,87,85
COC(=O)c1ccc(NC(=O)CSc2nc3ccccc3s2)cc1,93,88,91,98,94,109,108,99
CN(C)C(=O)N1CCc2ccc([N+](=O)[O-])cc21,97,97,103,100,93,102,106,105
CC1=CC2=NC(=O)C(c3ccccc3)C(=O)N2C=C1 (stereo unspecified),103&109,99&108,113&104,100&110,104,91&107,97&111,108&106
c1ccc(CNc2ncnc3c2sc2ncccc23)cc1,114,95,88,104,103,110,100,97
Cc1cc(C)c2c(N)c(C(=O)c3ccccc3)sc2n1,80,103,100,111,98,97,118,101
CCOC(=O)C1CC(CCl)OC1=O (stereo unspecified),103,98,109,108,92,100,105,104
CC(=O)Nc1ccc(Oc2cccc(Nc3ccc(Cl)c(C(F)(F)F)c3)c2)cn1,55,85,81,102,48,87,85,62
CCCCSc1nc(NCCc2c[nH]c3ccccc23)c(C#N)c(-c2ccc(OC)cc2)n1,18,38,47,99,31,95,93,71
CN(C)c1ccc(S(=O)(=O)O)cc1,100,102,114,99,88,107,103,108
CNc1ncnc2c1cnn2C,94,104,79,96,93,105,106,94
O=C1C=C(C(O)c2cccc3c2OCO3)C(=O)c2ccccc21 (stereo unspecified),93,102,120,101,98,114,143,93
COc1ccccc1CNCCCN1C(=O)c2ccc3c4c(ccc(c24)C1=O)C(=O)N(CCCNCc1ccccc1OC)C3=O,-64*,-63*,/,-72*,-23*,-98*,-74*,-72*
CC(=O)OCCn1c([N+](=O)[O-])cnc1/C=[N+](\[O-])C1CCCCC1,98,96,109,123,98,97,102,100
CC(O)(c1ccc(Cl)cc1)C(CN1CCCCC1)c1ccccc1 (stereo unspecified),92,/,109,96,89,108,73,106
Cc1cccc(CSc2nc(=O)n(CCCO)c3c2CCC3)c1,96,97,104,97,/,98,102,98
COC(=O)C1(CC(=O)c2ccc(Cl)cc2)NC(=S)NC(=O)C1C#N (stereo unspecified),102,99,115,142,121,130,113,106
COc1ccccc1/C=C/C(=O)c1ccccc1,32,60,74,88,95,94,91,67
COc1ccc(-c2cc(-c3ccc(Cl)cc3)c3sc(=O)[nH]c3n2)cc1,85,96,78,94,72,106,116,70
Cc1ccc(-c2nnc(SCc3cc(=O)oc4ccc(C)cc34)n2-c2ccccc2)cc1,99,98,95,100,75,94,102,84
O=C1NC(=O)C2(CCCCCCC2)N1,102,110,108,/,99,108,/,99
Cc1ccc(C(SCCNCc2cc(N(C)C)ccn2)(c2ccccc2)c2ccccc2)cc1,-81*,-100*,-46*,-52*,-39*,-65*,-94*,-64*
CCc1cccc2c3c(sc12)C(c1ccc(OC)cc1)c1c(nc(CC(=O)Nc2ccccc2)[nH]c1=O)O3 (stereo unspecified),76,80,73,77,80,97,78,56
O=[N+]([O-])c1ccc(Cl)c(Nc2n[nH]c(-c3ccccc3)n2)c1,79,87,62,82,73,88,94,71
O=C1N[C@@H]2[C@@H](O)[C@@H](O)[C@H](O)C[C@H]2c2cc3c(c(O)c21)OCCO3,-13*,-41*,-9.4*,-17*,-16*,-22*,-24*,-13*
Cc1ccc(S(=O)(=O)N(C)CCC#N)cc1,95,101,109,97,96,101,/,110

# In a second layout: results already given
SMILES | MCF7 | LOX IMVI | HS 578T | BT-549 | T-47D | UACC-257 | MALME-3M | UACC-62
COC(=O)C1(CC(=O)c2ccc(Cl)cc2)NC(=S)NC(=O)C1C#N (stereo unspecified) | 102 | 99 | 115 | 142 | 121 | 130 | 113 | 106
COc1ccccc1/C=C/C(=O)c1ccccc1 | 32 | 60 | 74 | 88 | 95 | 94 | 91 | 67
COc1ccc(-c2cc(-c3ccc(Cl)cc3)c3sc(=O)[nH]c3n2)cc1 | 85 | 96 | 78 | 94 | 72 | 106 | 116 | 70
Cc1ccc(-c2nnc(SCc3cc(=O)oc4ccc(C)cc34)n2-c2ccccc2)cc1 | 99 | 98 | 95 | 100 | 75 | 94 | 102 | 84

# Continued.
SMILES,MCF7,LOX IMVI,HS 578T,BT-549,T-47D,UACC-257,MALME-3M,UACC-62
O=[N+]([O-])c1cc(Cl)ccc1Nc1ccccc1,112,99,108,114,103,117,144,101
Cc1cccc[n+]1CCC[n+]1ccccc1C,96,97,109,/,86,111,105,109
COc1ccccc1-n1c(-c2cccc(O)c2)cn2c3c(=O)[nH]c(=O)n(C)c3nc12,88,94,/,123,100,97,109,93
CCN1C(=O)N(CC)C2C1NN=c1s/c(=C3\C(=O)N(CCC(C)C)c4ccccc43)c(=O)n12 (stereo unspecified),15,19,15,12,80,65,51,18
O=C(/C=C/c1ccc(O)cc1)c1cc2ccccc2oc1=O,73,100,94,96,91,103,101,88
CCC(=O)C(CC)c1ccccc1 (stereo unspecified),102,86,108,97,105,92,110,110
COc1cccc(-c2nc(-c3ccc(NC(=O)c4ccccc4)cc3)[nH]c2-c2ccnc(Br)c2)c1,15,-56*,-26*,47,15,49,29,16
Nc1c2c([nH]c(=O)c1N)CCC2,97,95,114,99,85,78,93,100
COc1ccc(Nc2ncnc3onc(-c4ccccc4)c23)cc1OC,82,97,105,105,81,96,106,93
O=C1/C(=C/c2cc(-c3ccc4c(c3)OCO4)n[nH]2)Cc2ccccc21,82,93,95,95,83,103,97,98
COc1cc2cc(Sc3ccc(NC(=O)c4cc(C(F)(F)F)cc(C(F)(F)F)c4)cc3)c(C)nc2cc1OC,105,105,118,96,93,100,103,102
c1ccc(-c2nc3n(c2-c2ccccc2)CN(C(c2ccccc2)c2nc4ncncc4[nH]2)CS3)cc1 (stereo unspecified),87,98,100,105,76,110,67,83
NC1=NC(c2c[nH]c3ccccc23)C2=C(N1)c1ccccc1C2 (stereo unspecified),23,82,105,110,43,99,136,79
Cc1cc(C)c(/C=C(\C#N)c2nc3ccccc3n2C)[nH]1,78,97,102,75,79,84,96,75
CON1CCC(c2cn(S(=O)(=O)N(C)C)cn2)c2cc[nH]c2C1=O (stereo unspecified),95,100,103,114,92,95,86,89
CC1=C(C(=O)Nc2nc(-c3ccc(Cl)cc3)cs2)[C@H](c2ccc(O)cc2)NC(=O)N1,101,95,106,90,70,105,100,89
COC(=O)CCN1CCN(c2ccccc2Cl)CC1,93,96,106,95,92,/,98,91
CC(=O)Nc1cc(C)cc(C(=O)O)c1C,100,94,102,124,104,100,109,103
Cn1c(=O)[nH]c(=O)c2nc(/C=C(\O)c3ccc(F)cc3F)c(=O)[nH]c21,98,96,82,110,98,104,106,90
COc1ccc(S(=O)(=O)n2cc(C(=O)C(=O)Nc3ccncc3)c3ccccc32)cc1,68,74,90,74,82,84,/,62
CCC(SCC(N)=O)(C(=O)O)c1ccccc1 (stereo unspecified),100,97,105,101,92,98,97,102
O=c1[nH]cnc(O)c1Cl,97,98,95,95,82,103,96,94
CCN1C(=O)N(CC)C2Nn3c(s/c(=C\c4cccnc4)c3=O)=NC21 (stereo unspecified),82,90,94,99,/,94,87,91

# Structures above with an NH in an aromatic ring, in the order listed:
SMILES,MCF7,LOX IMVI,HS 578T,BT-549,T-47D,UACC-257,MALME-3M,UACC-62
Cc1ccc2nc(COc3ccc(NC(=S)NCCc4ccccc4)cc3)[nH]c2c1,95,/,99,84,90,106,83,87
CCCCSc1nc(NCCc2c[nH]c3ccccc23)c(C#N)c(-c2ccc(OC)cc2)n1,18,38,47,99,31,95,93,71
COc1ccc(-c2cc(-c3ccc(Cl)cc3)c3sc(=O)[nH]c3n2)cc1,85,96,78,94,72,106,116,70
CCc1cccc2c3c(sc12)C(c1ccc(OC)cc1)c1c(nc(CC(=O)Nc2ccccc2)[nH]c1=O)O3 (stereo unspecified),76,80,73,77,80,97,78,56
O=[N+]([O-])c1ccc(Cl)c(Nc2n[nH]c(-c3ccccc3)n2)c1,79,87,62,82,73,88,94,71
COc1ccccc1-n1c(-c2cccc(O)c2)cn2c3c(=O)[nH]c(=O)n(C)c3nc12,88,94,/,123,100,97,109,93
COc1cccc(-c2nc(-c3ccc(NC(=O)c4ccccc4)cc3)[nH]c2-c2ccnc(Br)c2)c1,15,-56*,-26*,47,15,49,29,16
Nc1c2c([nH]c(=O)c1N)CCC2,97,95,114,99,85,78,93,100
O=C1/C(=C/c2cc(-c3ccc4c(c3)OCO4)n[nH]2)Cc2ccccc21,82,93,95,95,83,103,97,98
c1ccc(-c2nc3n(c2-c2ccccc2)CN(C(c2ccccc2)c2nc4ncncc4[nH]2)CS3)cc1 (stereo unspecified),87,98,100,105,76,110,67,83
NC1=NC(c2c[nH]c3ccccc23)C2=C(N1)c1ccccc1C2 (stereo unspecified),23,82,105,110,43,99,136,79
Cc1cc(C)c(/C=C(\C#N)c2nc3ccccc3n2C)[nH]1,78,97,102,75,79,84,96,75
CON1CCC(c2cn(S(=O)(=O)N(C)C)cn2)c2cc[nH]c2C1=O (stereo unspecified),95,100,103,114,92,95,86,89
Cn1c(=O)[nH]c(=O)c2nc(/C=C(\O)c3ccc(F)cc3F)c(=O)[nH]c21,98,96,82,110,98,104,106,90
O=c1[nH]cnc(O)c1Cl,97,98,95,95,82,103,96,94

# Compounds as they come (roughly 11% active in at least one column).
